Growth percent in the NCI-60 one-dose screen (48 h, 10 µM unless noted): 100 = growth as untreated, 0 = no growth, -100 = all killed.
MDA-MB-231: MDA-MB-231 breast cancer; 5% of 81,000 active
MCF7: MCF7 breast cancer; 6.3% of 82,000 active; AID 1794796
BT-549: BT-549 breast cancer | AID 1794793 | 4.4% of 78,000 active
HS 578T: HS 578T breast cancer; 4.1% of 78,000 active; AID 1794788
T-47D: T-47D breast cancer. 5% of 79,000 active
SR: SR leukemia cells | 8.7% of 73,000 active
K-562: K-562 leukemia; 7.4% of 78,000 active; AID 1794777
MDA-MB-468: MDA-MB-468 breast cancer; 8.5% of 78,000 active
An asterisk follows results filed as active; x = no result given. How the source made its calls: active means growth percent below 10; inactive means the rest. This is a random part of the collection; 13% or so of the library scored in one or more.

Each structure is followed by: MDA-MB-231, MCF7, BT-549, HS 578T, T-47D, SR, K-562, MDA-MB-468
1) COc1ccc2sc3c(Cl)nc4ccccc4c3c(=O)c2c1
    85, 64, x, 102, 84, x, 90, 68
2) C=C1C(=O)O[C@H]2[C@H]1CC/C(Cn1cc(CNCCc3c[nH]c4ccccc34)nn1)=C\CC[C@@]1(C)O[C@@H]21
    92, 90, 91, 92, x, x, 32, 37
3) COC(=O)c1c(C(=O)OC)c2n(CC(=O)Nc3cccc4cccnc34)c3ccccc3n2c1C(=O)c1ccc(Cl)cc1
    91, 93, 104, 106, 98, 107, 90, 102
4) N#Cc1c(N)nc2c(nnn2-c2cccc(C(F)(F)F)c2)c1N
    78, 60, 101, 46, 48, 83, x, 76
5) CCCCOC(=O)c1ccc(NC(=O)C(C)N2CCOCC2)cc1 (configuration not stated)
    102, 106, 87, 99, 107, 98, 91, 97
6) OC(N1CSC(=S)N(C(O)C(Cl)(Cl)Cl)C1)C(Cl)(Cl)Cl (configuration not stated)
    95, 97, 114, 108, 84, 101, 90, 94
7) O=C(CSc1nnc(-c2ccccc2)o1)NC1=NN=C(c2ccc(Cl)cc2)CS1
    100, 96, 102, 95, 88, 95, x, 111
8) CCOC(=O)c1nn(-c2ccccc2)cc1/C=C1\SC(=S)N(CCc2ccccc2)C1=O
    85, 90, 91, 96, 99, 87, 91, x
9) CCCCCCCCCCCCCCCCCC(=O)Nc1ccc(OC)cc1
    100, 93, 108, 101, 108, 98, 92, 100
10) COc1ccc(/C=C(/NC(=O)c2ccccc2)C(=O)Nc2ccc(S(N)(=O)=O)cc2)cc1OC
    105, 106, x, 95, 100, 83, 108, 111
11) CCCCN=C(C)CC(=O)CC(=O)c1ccccc1
    74, 81, x, 90, x, 71, 57, 32
12) O=C1OC2CCCC2C12C(=O)O[C@@H]1CCC[C@@H]12 (mixture of isomers)
    x, 100, 96, 100, x, x, 105, 100
13) O=c1cc2c(=O)oc3cc(O)c(O)oc3c2c(O)c1O
    106, 103, x, 112, 111, 124, 99, 102
14) COc1ccc(-c2nc(SCc3cc(=O)oc4cc(C)ccc34)[nH]c(=O)c2C#N)cc1
    111, 103, 103, 105, 101, 114, 106, 106
15) O=C(C[C@]1(O)C(=O)Nc2ccccc21)c1cccc(C(F)(F)F)c1
    91, 81, 98, 90, 88, 97, 96, 84
16) COCCOc1cc2ncnc(N3CCN(c4ncc(Cc5ccccc5)cn4)CC3)c2cc1OCCOC
    75, 80, 86, 80, 54, 73, 66, 78
17) Cc1ccc(S(=O)(=O)SCCCSS(=O)(=O)c2ccc(C)cc2)cc1
    102, 97, 91, 100, 103, 93, 97, 99
18) O=C(O)c1ccccc1C(=O)c1ccc(Cl)cc1
    111, 92, 120, x, 88, 95, 109, x
19) O=c1c2cc3c(=O)n(O)c(=O)c3cc2c(=O)n1O
    112, 90, 103, 102, 112, 121, 101, 105
20) Nc1ccc(S(=O)(=O)Nc2ncc(O)cn2)cc1
    104, 97, 86, 94, 93, 122, 101, x
21) CCC(C)N(c1ccc(OC)cc1)c1nc(-c2ccc([N+](=O)[O-])cc2)cs1 (configuration not stated)
    93, 84, 130, 80, 78, 80, 88, 98
22) ClC(Cl)(Cl)c1ncnc2nc[nH]c12
    94, 105, 102, 106, 74, 94, 100, 106
23) COc1ccc(/C(=C\c2cc(OC)c(OC)c(OC)c2)C(=O)N2CCCNCC2)cc1
    94, 97, 114, 107, 93, 103, 108, 98
24) C=C1C(=O)O[C@H]2[C@H]1CC/C(C=Nc1ccc(C(F)(F)F)cc1N)=C\CC[C@@]1(C)O[C@@H]21
    -26*, 11, 16, 7.7*, 15, -2.5*, x, 1.9*
25) CCN(CCNc1ccc(C)c2sc3cc(Cl)ccc3c(=O)c12)CC(C)O (configuration not stated)
    -12*, 37, 110, 63, 32, 12, 3.0*, 62
26) COc1ccc(C2C=C(c3ccc(Cl)cc3)N=C3SC=CN32)cc1OC (configuration not stated)
    105, 96, 114, 94, 109, x, 101, 120
27) COc1cc2ncnc(Nc3ccc(F)c(Cl)c3)c2cc1OCC(=O)N1CCN(c2ccc([N+](=O)[O-])cc2)CC1
    90, 91, 93, 105, 102, 90, 97, 34
28) O=c1c(-c2nc3ccccc3s2)cc2c(n1NS(=O)(=O)c1ccc(Cl)cc1)CCCC2
    87, 88, 107, 96, 96, 85, 100, 106
29) CC(=O)Nc1nc(-c2ccc(N3CCN(C)CC3)c(NS(=O)(=O)c3cccc4c(N(C)C)cccc34)c2)cs1
    65, 35, 37, 41, 36, x, x, 58
30) CCOC(=O)C1=C(C)NC(SCc2nnc(-c3ccc(Cl)cc3)o2)=NC1c1ccc(F)cc1 (configuration not stated)
    92, 87, 93, 99, 73, 83, 86, 83

A different layout for part of the listing above:
cpd	mol	MDA-MB-231	MCF7	BT-549	HS 578T	T-47D	SR	K-562	MDA-MB-468
23	COc1ccc(/C(=C\c2cc(OC)c(OC)c(OC)c2)C(=O)N2CCCNCC2)cc1	94	97	114	107	93	103	108	98
24	C=C1C(=O)O[C@H]2[C@H]1CC/C(C=Nc1ccc(C(F)(F)F)cc1N)=C\CC[C@@]1(C)O[C@@H]21	-26*	11	16	7.7*	15	-2.5*	x	1.9*
25	CCN(CCNc1ccc(C)c2sc3cc(Cl)ccc3c(=O)c12)CC(C)O (configuration not stated)	-12*	37	110	63	32	12	3.0*	62
26	COc1ccc(C2C=C(c3ccc(Cl)cc3)N=C3SC=CN32)cc1OC (configuration not stated)	105	96	114	94	109	x	101	120

(cont.)
Each structure is followed by: MDA-MB-231, MCF7, BT-549, HS 578T, T-47D, SR, K-562, MDA-MB-468
31) CCOc1ccc(-c2cc(N)n(S(=O)(=O)c3ccc(OC)cc3)n2)cc1
    92, 88, 111, 100, 96, 116, 105, 87
32) CCOC(=O)c1cnn(CC(O)CC)c1NC(=O)NCc1ccccc1C(F)(F)F (configuration not stated)
    105, 94, 84, 109, 87, 114, 89, 106
33) O=C1/C(=C\c2ccco2)SC(=S)N1CCc1ccc(O)cc1
    81, 114, 87, 100, 68, 96, 85, 55
34) C=C(C)[C@@H]1CC[C@]2(C(=O)N3CCN(C)CC3)CC[C@]3(C)[C@H](CC[C@@H]4[C@@](C)(CCC#N)[C@H](C(=C)C)CC[C@]43C)[C@@H]12
    78, 82, 95, 87, 73, 54, 66, 81
35) COc1ccc2[nH]c(=O)c3c(c2c1)OC(N)=C(C#N)C31C(=O)c2ccccc2C1=O
    99, 99, 89, 78, 98, 86, 106, 95
36) COC1(OC)C2(Cl)C=C(c3ccccc3)C1(Cl)C(Cl)=C2Cl (configuration not stated)
    110, 99, 88, 116, 96, 84, 89, 108
37) CN1C(=O)N(C)C2C1NN=c1s/c(=C\c3ccc(C(F)(F)F)cc3)c(=O)n12 (configuration not stated)
    60, 12, 50, 19, 25, 17, 11, -2.7*
38) C[N+]1(Cc2csc(-c3ccc(Cl)cc3)n2)CCCC1
    102, 88, 87, 95, 92, 82, 80, 40
39) O=C(CN1C(=O)NC2NC(=O)NC21)N/N=C/C=C/c1ccccc1[N+](=O)[O-] (configuration not stated)
    99, 88, 101, 97, x, 112, 106, 104
40) O=C(O)c1cc(O)cc(O)c1
    109, 98, 103, 104, 114, 96, 98, 104
41) Cn1cc(-c2cc(N)n3nc(-c4cn(C)c5ccc(Cl)cc45)cc3n2)c2ccccc21
    107, 99, 118, 113, 101, 100, 108, 96
42) COc1cc(C=O)cc(Cl)c1OC
    100, 98, 129, 105, 95, 103, 103, 103
43) O=NN(CC(=O)N/N=C/C=C\c1ccccc1)CC(=O)N/N=C/C=C/c1ccccc1
    89, 70, 123, 81, 89, 86, 97, 91
44) O=C1OC(c2ccc3c(c2)OCO3)C=C1Nc1nc(-c2ccc(Cl)cc2)cs1 (configuration not stated)
    118, 98, 102, 116, 82, 98, 108, 103
45) Cc1occc1-c1nnc(SCC(=O)c2ccc(NC(=O)CC(C)C)cc2)o1
    105, 107, 108, 119, 102, 7.9*, 86, x
46) CCCNc1ncnc2c1cnn2C
    102, 103, 109, 70, 92, x, 40, 103
47) CN1CCN(CC#CCNC(=O)[C@]23CCC(C)(C)C[C@H]2C2=CC[C@@H]4[C@@]5(C)Cc6c([nH]c7ccccc67)C(C)(C)[C@@H]5CC[C@@]4(C)[C@]2(C)CC3)CC1
    74, 32, 101, 78, 94, -2.2*, 1.3*, 91
48) COc1ccc2nc(-c3ccc(Cl)cc3)cc(-c3nnc(SCC(=O)c4ccccc4)o3)c2c1
    115, 100, 98, 100, 104, 85, 102, 100
49) COc1cc(-c2noc(-c3ccccc3)n2)cc(OC)c1OC
    93, 79, 93, 88, 89, 55, 107, x
50) COc1ccc2c(c1)C=CC(C#N)N2 (configuration not stated)
    112, 100, 115, 119, x, 77, 77, 94
51) CN(C)c1ccc(-c2ccc3[nH]c(=O)nc(-c4ccc(F)cc4)c3c2)cn1
    48, 29, 41, 29, 37, 18, 12, 1.2*
52) Cc1c(C)c2c(c(C)c1NC(=O)CCCCCCC(=O)NO)CCC(C)(CCCC(C)CCCC(C)CCCC(C)C)O2 (configuration not stated)
    84, 82, 40, x, 60, 82, 88, 83
53) COc1ccc2cc(C(C)C(=O)Nc3ccc(C(=O)Nc4ccc(S(N)(=O)=O)cc4)cc3)ccc2c1 (configuration not stated)
    98, 89, 95, 95, 107, x, 103, 130
54) COc1ccc(-n2ncn(Cc3cc(=O)oc4c3ccc3ccccc34)c2=O)cc1
    101, 98, 103, 92, x, x, 88, 106
55) CCCCCCCCCCCC[Si](F)(CCCCCCCC)CCCCCCCC
    113, 97, 97, 109, 98, 83, 97, 123
56) COc1cc(/C=N/NC(=O)c2ccc(S(N)(=O)=O)cc2)ccc1O
    97, 94, 103, 104, 100, 89, 98, 92
57) N=C(N)c1ccc(-c2ccc(-c3ccccc3)s2)cc1F
    -82*, -72*, -97*, -42*, -66*, -12*, -71*, -78*
58) COc1cccc(C2C(C#N)=C(N)Oc3cc(OCCCCCC[P+](c4ccccc4)(c4ccccc4)c4ccccc4)ccc32)c1 (configuration not stated)
    -54*, -39*, -54*, -16*, -33*, -49*, -21*, -64*
59) COc1cc2oc(-c3cccc(NC(=O)[C@@H](CO)NC(=O)OC(C)(C)C)c3)cc(=O)c2c(OC)c1OC
    95, 93, 116, 109, 82, 97, 93, 99
60) Cc1nc2c(C)c(C(=O)Nc3cccc(C(F)(F)F)c3)sc2c(=O)[nH]1
    74, 80, 83, 95, 78, 87, 73, x
61) Cc1cc(=O)oc2cc(OCCOc3ccc(/C=C/C(=O)Nc4ccccc4[N+](=O)[O-])cc3)ccc12
    95, 106, 126, 102, 99, 99, 106, 136
62) O=C(CSc1ccc(Cl)cc1)NC(O)C(Cl)(Cl)Cl (configuration not stated)
    112, 110, 111, 97, 105, 108, 106, 112
63) COc1ccc(S(=O)(=O)NCCCNc2nccc(-n3ccc4cccnc43)n2)cc1
    91, 99, x, 92, 78, 91, 78, 76
64) NC(=O)c1cc2ccccc2s1
    91, 96, 91, 96, 106, 104, 125, 101
65) CCNC(=O)Oc1ccc(/C(=C(\C)c2ccccc2)c2ccc(OCCN(CC)CC)cc2)cc1
    87, 29, 76, 69, 46, 26, 19, 79
66) COc1ccccc1/C=C1\CCc2ccccc2C1=O
    95, 89, 97, 118, 97, x, 44, 98
67) CCN(CC)c1ccc2c(cc1=O)[C@@H](NC(C)=O)CCc1cc(OC)c(OC)c(OC)c1-2
    15, 15, 1.7*, 40, 82, -14*, 0.3*, 37
68) COc1cc(-c2c(C#N)c(-c3ccccc3)nc3c2c(-c2ccccc2)nn3-c2ccccc2)ccc1O
    73, 48, 92, 69, 61, x, x, 62

An excerpt from above in order of molar mass, highest first:
Each structure is followed by: MDA-MB-231, MCF7, BT-549, HS 578T, T-47D, SR, K-562, MDA-MB-468
29) CC(=O)Nc1nc(-c2ccc(N3CCN(C)CC3)c(NS(=O)(=O)c3cccc4c(N(C)C)cccc34)c2)cs1
    65, 35, 37, 41, 36, x, x, 58
24) C=C1C(=O)O[C@H]2[C@H]1CC/C(C=Nc1ccc(C(F)(F)F)cc1N)=C\CC[C@@]1(C)O[C@@H]21
    -26*, 11, 16, 7.7*, 15, -2.5*, x, 1.9*
51) CN(C)c1ccc(-c2ccc3[nH]c(=O)nc(-c4ccc(F)cc4)c3c2)cn1
    48, 29, 41, 29, 37, 18, 12, 1.2*
